From PubChem
TPT1 inh = Candida albicans TPT1 enzyme inhibitors, primary screen, biochemical, fluorescence polarization. tRNA 2'-phosphotransferase TPT1 (Candida albicans SC5314). recombinant caTPT1, FP RNA substrate dephosphorylation. inhibition, % at 5 µM. AID 1962, 2009. actives 0.81% (n = 300,000);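 active = inhibition above the mean of all tested compounds plus 3 SD, set per screening campaign, cut at about 24% in these data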;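 also: plate controls were DMSO alone for no effect and ferristatin control at 100 nM for full effect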
core dimer inh = inhibitors of HCV core protein dimerization, primary screen, biochemical, TR-FRET, high-throughput. TR-FRET GST/Flag-core106 dimerization, 1536-well. inhibition, % at 5 µM. actives 0.33% (n = 300,000). AID 1899, 2009;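 active = inhibition above the mean of all tested compounds plus 3 SD, set per screening campaign, cut at about 45% in these data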
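Assay system: tagged HCV core106 pair (GST and Flag); medium: KF-containing HEPES buffer, pH 7.45, DTT, CHAPS, BSA; also added: Eu donor and XL665 acceptor anti-tag antibodies; dosing: 5 µM single dose; timing: compound-protein-antibody incubation 4 h at 22.5 °C; signal: TR-FRET 671 and 617 nm emission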
PP1 counter = PP1-alpha phosphatase inhibitors, primary screen, counter-screen for PP5 inhibitor project, biochemical, fluorescence, OMFP substrate, single point; Serine/threonine-protein phosphatase PP1-alpha catalytic subunit (Homo sapiens), P62136; purified PP1alpha; inhibition, % at 6.7 µM; actives 0.9% (n = 320,000); AID 2235, 2010;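 active = inhibition above the mean inhibition of all tested compounds plus 3 SD, computed separately for each screening campaign, cut at about 15% in these data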
Target sequence (P62136 whole entry, looked up): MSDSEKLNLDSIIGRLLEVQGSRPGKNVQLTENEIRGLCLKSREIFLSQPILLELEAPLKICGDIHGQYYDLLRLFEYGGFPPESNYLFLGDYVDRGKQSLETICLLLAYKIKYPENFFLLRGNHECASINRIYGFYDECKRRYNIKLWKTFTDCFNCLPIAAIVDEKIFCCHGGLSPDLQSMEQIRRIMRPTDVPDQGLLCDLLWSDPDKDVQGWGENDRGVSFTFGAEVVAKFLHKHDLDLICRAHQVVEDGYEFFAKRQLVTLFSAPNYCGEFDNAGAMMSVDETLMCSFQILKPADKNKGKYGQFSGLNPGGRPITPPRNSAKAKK
PP5 inh = PP5 phosphatase inhibitors, primary screen, biochemical, fluorescence | purified PP5c, OMFP substrate fluorescence | inhibition, % at 6.7 µM | actives 0.18% (n = 320,000) | Serine/threonine-protein phosphatase 5 (Homo sapiens), P53041;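 active = inhibition above the campaign's mean inhibition across all tested compounds plus 3 SD, cut at about 9.5% in these data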;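 also: 0% = DMSO only and 100% = 100 µM cantharidin control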
CTSL1 counter = Fasciola hepatica cathepsin L1 inhibitors, primary screen, counter-screen for PFM18AAP inhibitor project, biochemical, QFRET, fluorogenic peptide substrate. inhibition, % at 5.96 µM. recombinant F. hepatica cathepsin L1, Z-Leu-Arg-MCA fluorescence. actives 0.49% (n = 300,000);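 active = inhibition above the mean of all tested compounds plus 3 SD, set per screening campaign, cut at about 17% in these data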;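 also: 0% = plate median of test compound wells and 100% = 1 µM Z-Phe-Ala-diazomethylketone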
PREPL inhibitor = PREPL enzyme inhibitors, primary screen, biochemical, fluorescence polarization. Prolyl endopeptidase-like (Homo sapiens), Q4J6C6. recombinant PREPL, fluorescence polarization activity-based probe. inhibition, % at 5.96 µM. actives 0.68% (n = 320,000). AID 2751, 2010; in the data active = inhibition above about 43%;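 also: 0% = enzyme with DMSO and 100% = wells lacking enzyme; many of its hits are not listed in these tables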
Target sequence (Q4J6C6 whole entry, looked up): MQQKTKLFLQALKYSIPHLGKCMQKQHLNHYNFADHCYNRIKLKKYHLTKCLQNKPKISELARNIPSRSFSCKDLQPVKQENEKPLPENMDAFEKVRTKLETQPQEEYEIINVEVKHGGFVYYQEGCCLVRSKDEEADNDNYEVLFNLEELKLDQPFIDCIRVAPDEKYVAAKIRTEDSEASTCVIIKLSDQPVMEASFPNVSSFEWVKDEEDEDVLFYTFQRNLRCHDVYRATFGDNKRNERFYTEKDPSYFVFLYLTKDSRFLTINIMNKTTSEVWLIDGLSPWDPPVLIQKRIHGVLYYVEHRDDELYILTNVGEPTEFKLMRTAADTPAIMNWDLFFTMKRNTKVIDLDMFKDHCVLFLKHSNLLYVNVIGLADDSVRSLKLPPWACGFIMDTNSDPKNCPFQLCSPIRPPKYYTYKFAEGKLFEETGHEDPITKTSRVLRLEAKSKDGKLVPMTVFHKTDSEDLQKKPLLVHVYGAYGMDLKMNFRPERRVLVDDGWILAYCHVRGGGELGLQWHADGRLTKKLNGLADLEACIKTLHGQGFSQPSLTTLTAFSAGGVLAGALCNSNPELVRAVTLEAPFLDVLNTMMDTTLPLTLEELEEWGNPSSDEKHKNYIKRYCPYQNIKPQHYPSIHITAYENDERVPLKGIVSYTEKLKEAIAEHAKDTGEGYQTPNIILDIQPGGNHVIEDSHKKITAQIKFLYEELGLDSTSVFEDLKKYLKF
EBNA-1 inh = EBNA-1 DNA-binding inhibitors, primary screen, biochemical, fluorescence polarization; inhibition, % at 14.8 µM; actives 0.34% (n = 300,000); AID 1950, 2009; in the data active = inhibition above about 28%
ZTA counter = blocks Epstein-Barr virus ZTA, an EBNA-1 counter-screen. ZTA-DNA binding, fluorescence polarization. inhibition, % at 11 µM. P03206. actives 0.15% (n = 320,000); in the data active = inhibition above about 33%
Efflux pump inh = inhibitors of Candida efflux pumps in yeast, primary screen, S. cerevisiae, Nile Red, multiplex. S. cerevisiae Candida pump triplex. inhibition, % at 10 µM. actives 0.44% (n = 330,000);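 active = plate passing quality check with inhibition over a set limit, or well fluorescence over plate mean plus 4 SD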;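 also: Nile Red retained in pooled yeast measured as flow cytometry median fluorescence; 0% = buffer negative control and 100% = Enniatin B positive control; higher means more Nile Red kept so more efflux inhibition; some compounds called inactive have numbers as strong as hits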
Active calls of the source: *; nt = not tested or not shown. This is a subset; count on the stated rates, not on these rows.

Values in the order: TPT1 inh	core dimer inh	PP1 counter	PP5 inh	CTSL1 counter	PREPL inhibitor	EBNA-1 inh	ZTA counter	Efflux pump inh
#1 COC/C=C/C1=CC2=CC(=O)C(C)(OC(=O)c3cnc4ccccc4n3)C(=O)C2=CN1Cc1ccco1 (centres undefined)
→ -7.0	0.7	-0.8	3.4	-1.1	-0.7	2.0	-0.6	0.2
#2 CCCN(CCC)S(=O)(=O)c1ccc(C(=O)Nc2nc3c(s2)CCc2ccccc2-3)cc1
→ -0.5	18.3	-1.2	-1.9	1.1	-0.1	17.1	13.7	-0.1
#3 COc1cccc(CN(C)C(=O)C23CC4CC(CC(C4)C2)C3)c1
→ -2.0	10.1	2.2	1.7	-0.2	5.2	7.2	13.1	0.2
#4 O=C(CCCC(=O)N(CC(=O)NC1CCCC1)Cc1ccc2c(c1)OCO2)Nc1ccccn1
→ 6.0	2.0	-4.3	3.2	-1.1	3.0	7.6	-0.6	0.1
#5 CC1CC(C)CN(C(=O)Cn2c(=O)n(CCCCC(=O)NCc3ccco3)c(=O)c3ccccc32)C1 (centres undefined)
→ 4.5	8.5	-6.1	0.5	0.2	6.8	-4.1	-9.2	0.0
#6 CCOC(=O)C1(CCc2ccccc2)CCN(C(=O)[C@@H]2C[C@@H](C)NC(=S)N2)CC1
→ -2.0	-3.1	-4.4	0.1	2.0	2.4	6.4	-3.6	-0.1
#7 CN(CC(=O)N1CCN(c2ccccc2)CC1)S(=O)(=O)c1cnc[nH]1
→ 0.2	6.5	-2.7	-0.3	-0.2	5.1	-4.0	4.6	0.1
#8 Cc1cc(N2CCN(S(=O)(=O)c3ccc4ccccc4c3)CC2)n2ncnc2n1
→ -0.9	0.8	-3.1	0.5	-0.1	-3.8	0.5	10.2	0.1
#9 COc1cc(NS(=O)(=O)c2ccc(NC(=O)NC3CCCCC3)cc2)nc(OC)n1
→ -2.8	-3.2	-4.6	-0.1	0.0	5.3	3.9	9.6	0.0
#10 CCN(CC)S(=O)(=O)c1ccc2nc(NC(=O)c3cccs3)sc2c1
→ 8.3	23.8	3.0	4.6	2.5	5.4	-3.1	7.6	0.5
#11 CCS(=O)(=O)Nc1ccc(C2=NN(C(=O)c3ccco3)C(c3cccc(F)c3)C2)cc1 (centres undefined)
→ 2.0	4.5	2.9	5.0	7.6	-18.3	-13.0	-0.7	0.4
#12 Nc1ccc(C#Cc2ccc3oc4ccccc4c(=O)c3c2)cc1
→ 0.2	4.7	1.2	-0.1	4.6	5.8	0.7	3.5	0.1
#13 COc1ccc(Cn2c(=O)c3[nH]cnc3n(-c3ccccc3C)c2=O)cc1
→ -3.4	2.0	6.0	0.3	-8.3	7.3	-14.2	-7.7	0.8*
#14 COc1ccc(N2CCN(C(=O)CCCn3c(=O)[nH]c4ccsc4c3=O)CC2)cc1
→ -3.8	-5.4	-2.3	-1.2	-3.3	-1.4	8.9	21.9	-0.2
#15 Cc1ccc2[nH]c(-c3ccccc3)c(CN(C)C)c(=O)c2c1
→ -5.5	3.0	-1.1	3.6	-5.9	17.2	-1.5	-15.6	0.2
#16 COc1ccccc1N1CCN(/N=C(\C)c2ccc(O)cc2)CC1
→ -2.2	-2.8	1.6	-0.5	5.1	0.8	6.6	-2.7	-0.1
#17 O=C(NCC1COc2ccccc2O1)c1ccc(Cl)c(S(=O)(=O)N2CCOCC2)c1 (centres undefined)
→ nt	nt	-0.3	3.5	nt	21.9	nt	-4.2	0.1
#18 CCC1=C/C(=C/N(C)c2ccccc2)C(=O)S1
→ -3.6	15.4	-4.1	0.6	-4.3	-2.4	4.2	2.4	-0.1
#19 Cc1cc(NC(=O)C2CC2)ccc1NC(=O)c1cccs1
→ -1.8	-8.3	-5.1	-1.2	2.4	4.5	3.4	-6.2	-0.2
#20 CCN(Cc1ccccc1)C(=O)c1cc2cc(OC)c(OC)cc2[nH]1
→ 2.0	8.1	0.2	1.8	0.8	-0.8	-10.1	1.9	-0.1

3 of the compounds above, with bars between the fields.
item | canonical_smiles | TPT1 inh | core dimer inh | PP1 counter | PP5 inh | CTSL1 counter | PREPL inhibitor | EBNA-1 inh | ZTA counter | Efflux pump inh
18 | CCC1=C/C(=C/N(C)c2ccccc2)C(=O)S1 | -3.6 | 15.4 | -4.1 | 0.6 | -4.3 | -2.4 | 4.2 | 2.4 | -0.1
19 | Cc1cc(NC(=O)C2CC2)ccc1NC(=O)c1cccs1 | -1.8 | -8.3 | -5.1 | -1.2 | 2.4 | 4.5 | 3.4 | -6.2 | -0.2
20 | CCN(Cc1ccccc1)C(=O)c1cc2cc(OC)c(OC)cc2[nH]1 | 2.0 | 8.1 | 0.2 | 1.8 | 0.8 | -0.8 | -10.1 | 1.9 | -0.1

Following part.
Values in the order: TPT1 inh	core dimer inh	PP1 counter	PP5 inh	CTSL1 counter	PREPL inhibitor	EBNA-1 inh	ZTA counter	Efflux pump inh
#21 COc1cc(/C=N/NC(=O)CCn2cnc(-c3ccccc3)c2-c2ccccc2)ccc1O
→ 2.4	3.5	2.9	3.1	-1.9	13.8	15.8	-0.5	0.3
#22 O=[N+]([O-])c1ccccc1S(=O)(=O)Nc1ccc(S(=O)(=O)N2CCOCC2)cc1
→ -2.5	-0.3	-1.7	-0.6	3.6	2.2	0.8	12.5	-0.1
#23 COc1ccc(N2CCN(CC(=O)Nc3ccccc3SC)CC2)cc1
→ -0.4	3.2	-2.0	-0.2	-0.6	29.2	-3.7	11.1	-0.1
#24 CC1=C(C(N)=O)C(c2cccc(O)c2)n2nc(CCCO)nc2N1 (centres undefined)
→ 0.8	0.9	-4.3	0.0	1.6	9.6	0.2	3.5	0.0
#25 COC(=O)c1c(C)nn(-c2ccc(OC(F)(F)F)cc2)c1-c1snnc1C
→ -2.0	0.1	-1.9	-0.3	8.8	16.4	-2.2	-14.2	0.2
#26 COc1cc(C(=O)NCC(c2ccco2)N(C)C)cc(OC)c1OC (centres undefined)
→ 2.1	-3.5	2.0	-0.2	-1.2	1.4	0.2	5.7	-0.3
#27 COc1ccccc1NC(=S)N(Cc1ccco1)Cc1cc2cc(C)c(C)cc2[nH]c1=O
→ 5.2	13.0	8.9	3.2	-3.5	-2.5	2.0	-3.4	-0.2
#28 CC(=O)Nc1ccc(OS(=O)(=O)c2c(C)cc(C)cc2C)cc1
→ -1.1	-0.9	4.2	4.8	4.2	-21.7	3.5	-1.3	-0.1
#29 Cc1cc(Cl)ccc1C(=O)C1CCCN(C(=O)c2ccc3ncccc3c2)C1 (centres undefined)
→ 0.3	4.3	0.0	2.9	-6.0	19.0	-21.9	-0.6	0.0
#30 Cc1ccccc1Cn1c(C(=O)OC(C)C)cc2c1ccn2C
→ -7.2	-2.0	0.4	1.2	-0.8	-0.5	1.9	8.7	-0.3
#31 COc1cccc(C2CCCN2Cc2nc(-c3sccc3C)oc2C)c1 (centres undefined)
→ 9.5	12.0	1.7	3.0	0.1	7.2	3.4	1.5	0.1
#32 CCOc1cc(C(=O)N=c2sccn2C)cc(Br)c1OC
→ 1.0	7.6	-1.0	-0.5	2.5	2.0	6.2	-4.4	0.0
#33 C/C=C(\C)CN1CCC(Oc2ccc(C(=O)NCc3ccccn3)cc2)CC1
→ 1.8	2.4	-5.2	2.5	-1.3	-6.0	-9.2	-11.7	-0.1
#34 O=c1cc([O-])[n+]2c3n1CCCN3CCC2
→ -1.7	-4.2	-5.3	-0.1	-0.9	0.6	-2.0	-7.8	-0.1
#35 Nc1nonc1-n1nnc(C(=O)N/N=C/c2cc(Br)ccc2O)c1CSC1=NCCS1
→ 24.7*	-1.9	12.5	2.8	-2.6	-20.4	9.4	13.1	-0.1
#36 Cc1ccc(S(=O)(=O)N(CC(=O)Nc2ccccc2C(=O)O)c2cccc(Cl)c2C)cc1
→ 0.8	20.6	10.0	2.9	1.1	-7.4	9.1	16.3	0.1
#37 O=C(c1ccc(Cl)c(S(=O)(=O)N2CCCCCC2)c1)N1CCN(c2ccccn2)CC1
→ -1.6	6.2	-1.8	2.7	-0.6	20.3	8.7	4.3	0.0
#38 CSc1ccc(Cl)c(C(=O)OCC(=O)NCc2ccco2)c1
→ -3.8	2.2	1.3	3.4	-2.8	1.1	-3.6	-24.1	-0.1
#39 CCCOc1ccc(C(C)=O)cc1CN1CCOCC1
→ 2.6	-9.2	-2.0	1.7	-1.2	-3.6	-0.1	8.2	-0.5
#40 O=C(Nc1ccccc1F)c1ccccc1-c1ccc(C(F)(F)F)cc1
→ 1.9	1.9	-1.8	1.5	-1.2	-9.9	7.8	7.6	-0.5
#41 COC(=O)c1sccc1NC(=O)CSc1ccccc1NS(=O)(=O)c1ccc(Cl)cc1
→ -4.0	16.2	6.6	2.7	-4.8	1.4	-13.6	8.8	0.2
#42 CC(C)=CC1C(C(=O)Nc2ccc(S(=O)(=O)N3CCOCC3)cc2)C1(C)C (centres undefined)
→ -4.8	5.5	-0.5	2.4	-0.7	-3.7	-1.9	5.9	-0.1
#43 COC(=O)NNC(=O)COc1ccc2ccccc2c1Br
→ 15.4	-0.6	-1.8	-2.5	-1.2	6.0	-4.2	-8.5	-5.7
#44 CS(=O)(=O)N1CCN(c2ccccc2NC(=O)c2cccs2)CC1
→ -2.3	6.7	-2.3	2.3	4.4	13.4	-4.7	1.7	0.1
#45 COC(=O)/C(C#N)=C/c1ccc(OC(=O)c2ccccn2)cc1
→ 26.8*	2.6	-0.5	-0.6	0.6	-14.0	6.2	0.1	-0.1
#46 COc1ccc(N=Cc2nc(-c3ccccc3)oc2OC(=O)c2ccccc2)cc1
→ 3.4	4.7	1.4	2.2	22.0*	-2.3	5.6	-5.2	-0.1
#47 COc1ccc(CCNC(=O)CCC(=O)c2cccs2)cc1OC
→ -1.3	-4.4	-5.6	3.9	2.9	-6.3	-11.9	-13.5	0.0
#48 CCOC(=O)c1cnc2c(C)cccc2c1NCCc1ccc(OC)c(OC)c1
→ 3.0	-0.7	0.4	2.8	1.0	-3.0	-12.0	-8.3	0.1
#49 Cc1ccccc1C(=O)NCC(=O)NNC(=S)NC(=O)c1ccccc1
→ -0.5	-7.1	-3.1	0.3	0.4	-3.7	12.1	17.4	-0.1
#50 O=C(c1ccccc1)N1CCC(c2nc3c(nnn3Cc3ccccc3Cl)c(=O)[nH]2)CC1
→ -4.3	3.3	1.3	2.7	7.6	16.0	12.8	17.5	0.0
